MsrA inhibitor = inhibits bovine methionine sulfoxide reductase A; purified bovine MsrA, absorbance read-out; 360,000 compounds, 0.75% hits; inhibition, % at 15.5 µM; in the data active = inhibition above about 4.5%;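 note: 0% = vehicle wells with enzyme and 100% = reference inhibitor wells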
E coli Lon inh = E. coli protease La inhibition | inhibition, % at 7.94 µM | 360,000 compounds, 0.42% hits | P0A9M0 | purified E. coli Lon protease, fluorescence polarization; in the data active = inhibition above about 13%, passing the limit was not always enough;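 note: 0% = enzyme with probe and DMSO and 100% = no enzyme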
TbMetRS inhib = blocks T. brucei methionyl-tRNA synthetase activity. purified T. brucei MetRS, ATP depletion, Kinase-Glo luminescence. inhibition, % at 11.9 µM. 360,000 compounds, 0.4% hits. AID 624268;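 active = inhibition above a per-plate cutoff of the control wells' mean inhibition plus 3 SD, cut at about 5.5% in these data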;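 note: 0% = DMSO wells median and 100% = median of wells with control inhibitor compound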
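Material: T. brucei methionyl-tRNA synthetase, purified; reagent: substrates ATP, L-methionine and bulk Escherichia coli tRNA; dosing: 11.9 µM single point; timing: 15 min plus 2 h at 25 °C; detection: luminescence of leftover ATP; evaluation: % inhibition; control set: DMSO-only wells as low control; replicates: singlicate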
CendR NRP1 mod = NRP-1/CendR interaction modulation. 360,000 compounds, 0.85% hits. AID 602438. FAM-RPARPAR peptide binding to NRP-1, fluorescence polarization. inhibition, % at 25 µM;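 active = inhibition or corrected inhibition above about 18%, plus a signal ratio from 0.5 to 1.5, limit read from the data, passing the limit was not always enough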; note: strong numbers were not always called active
Target sequence (O14786 whole entry, looked up): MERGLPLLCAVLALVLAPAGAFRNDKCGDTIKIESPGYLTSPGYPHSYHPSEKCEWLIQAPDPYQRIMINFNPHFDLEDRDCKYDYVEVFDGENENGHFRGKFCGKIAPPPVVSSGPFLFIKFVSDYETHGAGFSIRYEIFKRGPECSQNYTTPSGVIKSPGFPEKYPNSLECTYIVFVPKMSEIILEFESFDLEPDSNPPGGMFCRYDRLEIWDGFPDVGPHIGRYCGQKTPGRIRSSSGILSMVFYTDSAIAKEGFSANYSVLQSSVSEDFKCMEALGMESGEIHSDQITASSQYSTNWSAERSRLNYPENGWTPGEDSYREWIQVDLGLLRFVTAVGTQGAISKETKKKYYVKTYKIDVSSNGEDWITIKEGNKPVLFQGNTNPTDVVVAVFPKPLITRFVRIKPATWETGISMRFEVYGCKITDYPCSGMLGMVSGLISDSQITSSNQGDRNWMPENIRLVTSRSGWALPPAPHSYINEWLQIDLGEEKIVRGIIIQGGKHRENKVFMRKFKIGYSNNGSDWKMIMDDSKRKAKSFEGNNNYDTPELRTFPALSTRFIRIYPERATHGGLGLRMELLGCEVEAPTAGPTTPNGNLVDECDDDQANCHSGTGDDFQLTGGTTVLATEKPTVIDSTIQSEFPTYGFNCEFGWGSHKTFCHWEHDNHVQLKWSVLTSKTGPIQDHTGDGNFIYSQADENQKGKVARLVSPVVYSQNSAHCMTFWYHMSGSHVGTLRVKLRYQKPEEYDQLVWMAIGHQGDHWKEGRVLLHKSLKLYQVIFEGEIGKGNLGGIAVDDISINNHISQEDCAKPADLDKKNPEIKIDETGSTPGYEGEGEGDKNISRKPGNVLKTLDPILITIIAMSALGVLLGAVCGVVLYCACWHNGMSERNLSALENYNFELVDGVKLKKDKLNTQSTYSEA
bovine MsrA act = bovine methionine sulfoxide reductase A activation. activation, % at 10.6 µM. 360,000 compounds, 0.3% hits. purified bovine MsrA, absorbance read-out. AID 602163; in the data active = activation above about 7.5%;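 note: 0% = vehicle and 100% = reference activator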
SUMO1-SIM PPI = modulators of human SUMO1-mediated protein-protein interactions. P63165. SUMO1 binding to a labelled peptide, TR-FRET, 1 h. inhibition, % at 20 µM. 360,000 compounds, 0.33% hits. AID 602429; in the data active = inhibition above about 37%
STEP block = inhibitors of human striatal-enriched phosphatase STEP. recombinant STEP, OMFP fluorogenic substrate, fluorescence. inhibition, % at 20 µM. 360,000 compounds, 0.25% hits. AID 588621;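 active = inhibition at 20 µM, scaled per plate between control wells, above about 37%, limit read from the data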;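 note: 0% = DMSO with enzyme and substrate and 100% = substrate only without enzyme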
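Also added – OMFP at 25 µM · Test system – STEP tyrosine phosphatase · Technique – FITC-channel fluorescence of OMFP product · Schedule – 20 min at room temperature, dark · Evaluation – control-normalized % inhibition with plate pattern correction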
LMPTP inh = blocks human LMPTP phosphatase; recombinant LMPTP-A, OMFP fluorogenic substrate, fluorescence intensity; inhibition, % at 20 µM; 360,000 compounds, 0.22% hits;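 active = compounds that cut the enzyme signal by at least half of the control window in the single-dose screen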;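 note: plate controls were DMSO wells with enzyme plus substrate for no effect and substrate without enzyme for full effect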
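Buffer or medium: Bis-Tris pH 6.0, DTT, detergent; Assay system: LMPTP-A enzyme; Quantity: 0.625 nM enzyme; Detection: endpoint fluorescence intensity; Times: 50 min dark incubation at room temperature; Controls: substrate-only low control, DMSO enzyme-plus-substrate high control; Doses: single 20 µM dose; Read-out: percent inhibition versus substrate-only and uninhibited controls; Reagent: 400 µM OMFP.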
Scp-1 inhibitor = inhibitors of human Scp-1 phosphatase; Q9GZU7; Recombinant Scp1, phosphopeptide, malachite green phosphate absorbance; inhibition, % at 20 µM; 340,000 compounds, 0.88% hits; AID 493091;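 active = inhibition above about 50% at 20 µM, limit read from the data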;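 note: plate controls were DMSO wells with enzyme for no effect and wells lacking enzyme for full effect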
Target sequence (Q9GZU7 76-261 limits assumed): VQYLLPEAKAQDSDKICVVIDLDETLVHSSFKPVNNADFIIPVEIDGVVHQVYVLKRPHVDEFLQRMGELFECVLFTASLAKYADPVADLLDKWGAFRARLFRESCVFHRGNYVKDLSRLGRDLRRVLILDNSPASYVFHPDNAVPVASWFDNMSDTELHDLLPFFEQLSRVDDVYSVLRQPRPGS
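Test system: SCP-1 phosphatase catalytic domain, residues 76-261 | Compound dosing: One concentration, 20 µM, with 1.0% DMSO | Schedule: 45 min room-temperature reaction, 5 min colour, 30 min stabiliser | Detection: Absorbance at 630 nm | Read-out basis: % inhibition of SCP-1 phosphate liberation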
DNMT1 block = blocks human DNA methyltransferase DNMT1; P26358; DNMT1 molecular beacon, Hinp1I cleavage, fluorescence; inhibition (reported as % activation of signal), % at 10 µM; 360,000 compounds, 0.83% hits; in the data active = inhibition above about 50%
An asterisk follows results filed as active; x = no result given. No enrichment for hits; any-hit rate near 4.3%.

cpd	SMILES	MsrA inhibitor	E coli Lon inh	TbMetRS inhib	CendR NRP1 mod	bovine MsrA act	SUMO1-SIM PPI	STEP block	LMPTP inh	Scp-1 inhibitor	DNMT1 block
1	COc1cccc(NC(=O)C(Sc2nnc3ccccn23)c2ccccc2)c1 (stereo not drawn)	0.2	-5	0.2	6	3	-2	0	-1.0	-5	-3
2	Cc1sc(NC(=O)c2ccco2)c(C(c2ccc(F)cc2)N2CCN(C)CC2)c1C (stereo not drawn)	x	1	-1.1	12	-8	6	0	-1.8	-5	-2
3	CCN(CC)C(=O)Cn1c(=O)n(Cc2ccc(F)cc2)c(=O)c2sccc21	1.1	4	-0.3	4	-8	3	-2	0.1	43	-1
4	O=S(=O)(Nc1cc(Cl)ccc1-n1cncn1)c1ccccc1Cl	1.5	9	-0.3	1	-7	2	-5	-1.5	5	-1
5	CN(C)S(=O)(=O)c1cccc(NC(=O)c2ccc3c(c2)OCCO3)c1	0.7	-6	0.1	3	-5	1	3	0.6	4	-1
6	COc1ccc(/C=N/NC(=O)C(=O)N2CCCC2)cc1	0.2	-5	-0.4	1	-2	-2	3	-1.8	-1	-2
7	Cc1cccc2c1NC1(CCCC1)CC2C (stereo not drawn)	-0.4	-21	-0.6	0	1	15	0	0.9	-2	22
8	CCOC(=O)C1CCCN(c2nc3ccccc3nc2C(C#N)C(=O)OCCOC)C1 (stereo not drawn)	1.2	-8	-0.1	-1	-4	-18	2	1.7	-2	-6
9	CC1(C)C(=O)Nc2ccccc2N1C(=O)COc1ncnc2ccccc12	-1.5	3	-0.1	8	2	0	-1	-0.5	5	2
10	Cc1ccccc1N(C(=O)CCCC(=O)Nc1ccccn1)C(C(=O)NC1CCCC1)c1ccc(O)cc1 (stereo not drawn)	0.6	5	-0.4	-4	-3	4	-1	-1.1	-3	-2
11	COC(=O)C1=C(C)NC(C)=C(C(=O)OC(C)C)C1c1cccc2nonc12 (stereo not drawn)	-0.1	-7	-1.3	7	-6	-11	0	0.5	-12	-2
12	O=C(c1ccc2nc[nH]c2c1)N1CCN(c2cccc(Cl)c2)CC1	0.9	-3	-0.3	8	1	5	3	-0.4	-2	2
13	CC(=O)c1cccc(S(=O)(=O)Nc2ccc3nc(C)sc3c2)c1	2.3	3	-0.8	-8	-7	3	2	0.6	2	10
14	O=C(Cn1ncn2c(cc3ccccc32)c1=O)NCCC1=CCCCC1	2.0	5	-0.1	-1	0	-6	-1	0.2	25	-18
15	CC(=O)Nc1ccc(Br)c(Cl)c1	-2.0	0	-0.8	4	-8	1	-2	0.2	-7	0
16	CNC(=S)N/N=C/c1cn(CCOc2ccccc2OC)c2ccccc12	2.8	-5	0.0	2	-3	-3	-3	0.7	-12	-12
17	O=S1(=O)CCN=C2SC3=C(CCCC3)N21	0.3	0	-1.2	7	-9	-1	-1	-1.1	-5	13
18	CCOC(=O)C(C(C)C)C(N)Cc1ccc(F)cc1 (stereo not drawn)	-0.8	-9	-0.7	-10	-6	1	-2	-2.2	-3	-3
19	O=C(Nc1ccc(N2CCOCC2)c(Cl)c1)c1ccccc1F	1.7	-11	-1.0	3	-3	-1	0	-1.5	-2	3
20	COc1ccc(-c2cn3nc(C)c(C)nc3n2)cc1OC	1.1	-16	-0.3	-35	-4	-24	0	0.8	-2	-1
21	O=C(COC(=O)c1ncc(Cl)c(Cl)c1Cl)NCc1ccccc1	-0.5	-1	-0.4	-10	-5	-1	0	-0.2	-6	6
22	CC(=O)N1CCc2cc(S(=O)(=O)NCC(=O)NCc3ccc(F)cc3)ccc21	0.6	-12	-0.5	-4	-1	-4	-4	-2.4	-1	1
23	O=C(/C=C/c1ccc(O)c([N+](=O)[O-])c1)c1ccc2ccccc2c1	1.2	-9	-0.7	8	-2	-13	0	-2.8	-10	4
24	COC(=O)[C@@]1(Cc2ccc(F)cc2)[C@H]2c3cc(C(=O)N(C)C)n(Cc4ccc(Cl)c(C(F)(F)F)c4)c3C[C@H]2CN1C(=O)c1ccccc1	0.4	-6	-0.8	-23	-2	9	x	4.0	x	x
25	COC(C(=O)Nc1ccc(S(=O)(=O)Nc2cccc3ccccc23)cc1)c1ccccc1 (stereo not drawn)	1.1	-14	-0.2	7	-3	-8	-2	3.2	-15	-21
26	Cc1c(C)n2c(SCC(=O)N3CCC(C)CC3)nnc2[nH]c1=O	0.5	-12	-0.1	24*	0	0	4	-2.2	-7	2
27	COc1ccc2c(c1)C(=O)[C@@H](O)[C@H](c1ccc(OC)c(Br)c1)O2	x	-10	-0.4	5	-2	-10	1	1.1	-9	7
28	COc1ccc(CNC(=O)CCCCCNc2nc(=S)[nH]c3ccccc23)cc1	-0.1	-7	-0.5	4	-4	-2	-3	6.1	-5	0
29	Cn1cccc1C(=O)OCC(=O)NCCc1ccccc1	1.4	-14	-0.1	4	-1	-1	-1	-0.9	-1	-2
30	COc1ccccc1-n1nnnc1SCC(=O)NC(=O)Cc1ccccc1	0.2	2	-0.4	2	-3	3	2	-0.3	-2	3
31	Cc1cc(N2C(=O)[C@@H]3[C@H](C2=O)[C@@H]2C[C@H]3C(Br)C2Br)no1 (stereo partly drawn)	1.4	11	-1.9	2	-11	5	-2	-1.0	-7	-7
32	Cc1sc2ncnc(NCC3CCCO3)c2c1C (stereo not drawn)	0.1	-8	-0.3	-8	2	0	0	-2.9	-18	0
33	CC12CC(c3ccccc3O1)N(C(=O)c1ccco1)C(=O)N2c1ccccc1 (stereo not drawn)	-1.3	-3	-1.7	-9	-10	-2	-2	-2.1	-16	0
34	CCC(=O)N1CCc2cc(S(=O)(=O)CCC(=O)Nc3cccc(F)c3)ccc21	-0.5	5	0.7	6	-1	-2	0	-0.4	-13	0
35	COC(=O)CCS(=O)(=O)c1nc(-c2ccccc2)cc(C(F)(F)F)n1	x	-6	0.6	3	-1	-3	-4	1.2	-4	0
36	O=S(=O)(c1ccc(F)cc1)N1CCN(c2nc(-c3cccnc3)nc3ccccc23)CC1	0.1	-11	-0.3	-12	-2	-11	2	4.4	5	-10
37	CCOC(=O)c1cnn(-c2cc(C)c3ccccc3n2)c1N	-0.6	-2	-0.2	-7	-1	-1	1	0.0	-10	-1
38	c1ccn2cc(CSC3=NCCS3)nc2c1	-0.2	1	0.6	3	1	-2	0	-1.1	-18	0
39	CCN(CC)S(=O)(=O)c1ccc(/C=C/C(=O)Nc2c(C)n(C)n(-c3ccccc3)c2=O)cc1	1.0	-4	-1.0	9	-12	-8	0	1.0	8	4
40	Cc1cc(C(=O)Nc2c(F)cc(F)cc2Br)cs1	0.4	-1	0.1	-9	-5	-3	0	-0.4	-5	2

Ordered by length of the SMILES (ascending): 3 of the compounds above.
cpd	SMILES	MsrA inhibitor	E coli Lon inh	TbMetRS inhib	CendR NRP1 mod	bovine MsrA act	SUMO1-SIM PPI	STEP block	LMPTP inh	Scp-1 inhibitor	DNMT1 block
40	Cc1cc(C(=O)Nc2c(F)cc(F)cc2Br)cs1	0.4	-1	0.1	-9	-5	-3	0	-0.4	-5	2
35	COC(=O)CCS(=O)(=O)c1nc(-c2ccccc2)cc(C(F)(F)F)n1	x	-6	0.6	3	-1	-3	-4	1.2	-4	0
36	O=S(=O)(c1ccc(F)cc1)N1CCN(c2nc(-c3cccnc3)nc3ccccc23)CC1	0.1	-11	-0.3	-12	-2	-11	2	4.4	5	-10

Following part.
cpd	SMILES	MsrA inhibitor	E coli Lon inh	TbMetRS inhib	CendR NRP1 mod	bovine MsrA act	SUMO1-SIM PPI	STEP block	LMPTP inh	Scp-1 inhibitor	DNMT1 block
41	CCn1nc(C)c(/C=C/C(=O)Nc2ccc(C)cc2C)c1C	0.6	10	-1.5	-16	-8	-1	0	1.3	2	1
42	C/C(CC(=O)NC1CCCC1)=N\NC(=O)Cc1csc(N)n1	-1.1	-4	-1.1	-2	-9	0	-3	-1.1	3	-1
43	Fc1cc2[nH]cnc2cc1Cl	0.3	8	-0.7	14	-2	-2	0	-0.6	-8	1
44	COc1ccc(S(=O)(=O)NC(CC(=O)NCCc2ccccc2)c2ccco2)cc1 (stereo not drawn)	-0.4	-6	-0.3	3	-4	0	-2	-0.5	-12	3
45	CN(C)c1ccc(C=NCCc2ccc(S(N)(=O)=O)cc2)cc1	4.3	-6	0.3	0	-6	-7	0	-0.6	-13	1
46	O=C(Nc1ccccc1)OCN1C(=O)c2ccccc2C1=O	0.8	-4	-0.7	-2	-12	-7	-4	-0.7	-4	-1
47	O=C(CN(C(=O)c1csnn1)c1ccccc1C(F)(F)F)NC1CCCCC1	-0.9	1	-0.1	-10	-4	0	3	1.2	-5	3
48	c1cncc(C(c2nnnn2C2CCCCC2)N2CCCCC2)c1 (stereo not drawn)	0.8	8	-1.9	7	-13	0	0	-0.7	12	4
49	CCc1ccc(NC(=O)COc2coc(CN3CCc4ccccc4C3)cc2=O)cc1	0.0	8	-0.5	6	-5	-1	1	0.2	0	-4
50	CN(c1ccc(OC(=O)CC2OC(=O)c3ccccc32)cc1)S(=O)(=O)c1ccccc1 (stereo not drawn)	0.1	4	-0.4	-30	0	-2	2	2.5	-12	1
51	COc1ccc(C(CNC(=O)C2CC(=O)N(Cc3ccc(C)cc3)C2)N(C)C)cc1 (stereo not drawn)	0.1	-5	0.3	-8	2	-1	-3	-3.2	-7	4
52	NC(=O)c1cc([N+](=O)[O-])ccc1N1CCN(Cc2ccccc2)CC1	0.8	-1	-0.1	2	-2	-22	2	0.7	-2	6
53	COc1ccc(CNc2nc(-c3cccnc3)nn2C(C)=O)cc1	1.2	-4	0.0	4	-3	1	-2	-1.7	-5	3
54	CCCCC(=O)N1CCN(c2nc3ccc(Cl)cc3s2)CC1	0.6	-5	-0.3	5	1	3	2	1.4	-3	2
55	COc1cc(-c2nc(-c3cccc(C)c3)no2)cc(OC)c1OC	0.0	-15	0.1	-4	-2	2	2	3.9	-8	-2
56	CCN(Cc1ccccc1)C(c1ccccn1)c1nnnn1C(C)(C)CC (stereo not drawn)	-1.3	-1	0.2	2	-1	4	0	-0.2	1	3
57	Cc1ccc(Oc2ccc(N)cc2)cc1	-0.1	-6	-1.2	3	-14	0	-3	-1.6	-2	4
58	COc1ccc(NC(=O)CN(C)C(=O)CNC(=O)c2ccc3c(c2)OCO3)cc1	-0.1	1	-0.4	7	-4	-2	2	-1.3	-11	0
59	CC1CCCCC1NC(=O)NC(=O)COC(=O)C1=NN(c2ccccc2)C(=O)CC1 (stereo not drawn)	0.3	-3	0.0	7	-3	-2	-2	-0.2	8	6
60	COc1ccc(/C=N/NC(=O)CNC(=O)c2ccc(S(=O)(=O)N3CCOCC3)cc2)c(OC)c1	1.6	-12	-0.7	6	-10	-7	0	-0.1	-6	16
61	O=C(/C=C/c1ccc2c(c1)OCO2)NCCSCc1cccc(Cl)c1	-0.3	-15	-0.9	0	-5	1	5	2.8	-10	-3

Assay outcomes deposited in PubChem by several laboratories.
